Compound activity deposited in PubChem by National Center for Advancing Translational Sciences (NCATS).
KDM5B inhibitor: blocks human KDM5B histone demethylase activity. KDM5B demethylase, FDH-coupled NADH fluorescence (FDH is formaldehyde dehydrogenase). Potency, µM (series often up to 57.7 µM), for the others: at the top dose activity change, negative = inhibition, hits mostly inhibitors. AID 1347165. actives 2.6% (n = 220,000); active means well fitted inhibition curve with a large enough effect; inconclusive means small, poorly fitted or top-dose-only effect; inactive means no such curve, though single readings can be large or run the other way; further: 0% is about no effect; nearly all actives have a fitted effect of over 70% in size
Target sequence (Q9UGL1 whole entry, looked up): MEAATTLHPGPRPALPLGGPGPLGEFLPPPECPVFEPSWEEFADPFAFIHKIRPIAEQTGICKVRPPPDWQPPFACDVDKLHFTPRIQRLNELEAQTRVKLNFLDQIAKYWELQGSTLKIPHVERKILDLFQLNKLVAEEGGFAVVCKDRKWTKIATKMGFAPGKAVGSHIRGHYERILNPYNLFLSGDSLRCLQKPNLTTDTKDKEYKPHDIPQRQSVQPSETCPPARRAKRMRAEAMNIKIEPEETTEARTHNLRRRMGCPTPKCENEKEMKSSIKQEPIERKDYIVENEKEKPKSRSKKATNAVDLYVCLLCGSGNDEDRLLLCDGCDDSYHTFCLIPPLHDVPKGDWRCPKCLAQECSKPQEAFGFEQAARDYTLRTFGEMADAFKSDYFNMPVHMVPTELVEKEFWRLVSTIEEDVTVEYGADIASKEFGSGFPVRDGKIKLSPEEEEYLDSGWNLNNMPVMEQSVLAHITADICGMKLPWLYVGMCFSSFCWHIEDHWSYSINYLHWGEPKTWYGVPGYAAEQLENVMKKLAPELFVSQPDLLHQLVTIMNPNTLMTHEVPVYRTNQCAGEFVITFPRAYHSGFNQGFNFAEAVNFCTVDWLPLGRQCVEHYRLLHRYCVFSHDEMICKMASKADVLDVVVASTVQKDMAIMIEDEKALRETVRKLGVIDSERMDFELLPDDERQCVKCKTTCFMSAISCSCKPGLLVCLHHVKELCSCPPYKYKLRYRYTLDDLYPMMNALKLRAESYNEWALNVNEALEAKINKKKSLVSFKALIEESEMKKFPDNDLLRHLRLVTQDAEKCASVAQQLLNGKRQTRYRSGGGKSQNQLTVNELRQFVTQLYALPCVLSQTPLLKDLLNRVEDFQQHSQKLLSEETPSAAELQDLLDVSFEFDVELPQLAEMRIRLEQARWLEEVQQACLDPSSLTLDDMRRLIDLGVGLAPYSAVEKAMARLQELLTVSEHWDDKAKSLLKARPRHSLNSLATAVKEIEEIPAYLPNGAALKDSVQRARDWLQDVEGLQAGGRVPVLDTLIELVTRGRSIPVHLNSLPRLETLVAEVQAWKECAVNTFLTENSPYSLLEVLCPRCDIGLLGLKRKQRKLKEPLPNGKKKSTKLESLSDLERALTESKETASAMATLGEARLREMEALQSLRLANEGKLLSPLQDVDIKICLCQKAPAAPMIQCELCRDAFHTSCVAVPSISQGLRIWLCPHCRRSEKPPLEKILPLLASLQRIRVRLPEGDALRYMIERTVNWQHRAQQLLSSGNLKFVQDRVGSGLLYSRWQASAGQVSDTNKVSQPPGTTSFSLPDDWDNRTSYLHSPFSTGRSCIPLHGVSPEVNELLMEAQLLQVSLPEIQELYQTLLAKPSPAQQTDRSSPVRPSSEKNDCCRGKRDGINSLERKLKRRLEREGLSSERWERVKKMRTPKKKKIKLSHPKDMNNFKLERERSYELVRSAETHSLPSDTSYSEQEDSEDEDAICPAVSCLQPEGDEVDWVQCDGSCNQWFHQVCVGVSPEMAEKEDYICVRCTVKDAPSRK
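qHTS format, multiple compound concentrations. Buffer 50 mM HEPES pH 7.5/0.01% Tween-20; 200 nM KDM5BΔAP final; 10 min compound preincubation; substrate-mix levels 12.5 µM peptide, 25 µM α-KG, 0.25 mM NAD⁺; 30 min RT; ΔRFU.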
* hit, by the source's call; ? = inconclusive; & = joins results of further samples; [ ] = another dose, or the depositor's remark. Potency means the concentration at half of the fitted maximal effect. An excerpt; count on the stated rates, not on these rows.

SMILES | KDM5B inhibitor
CN(C)C[C@@H]1CN(c2ccccn2)C[C@H]1NC(=O)c1ccsc1 | 22µM*
CCN(CC)C(=O)Cn1c(C)ccc(NS(=O)(=O)c2ccc(C)cc2)c1=O | -4%
CNC(=O)[C@H]1C[C@H](Oc2ccccc2)CN1C(=O)CCc1nc2ccccc2[nH]1 | 2%
CCCCN1CCN(C(=O)c2csc(N3CCN(c4cccc(Cl)c4)CC3)n2)CC1 | -9%
O=C1CC(c2ccccc2)Cc2[nH]c(=O)c(-c3nc(-c4ccc(F)cc4)cs3)cc21 (stereo not given) | ?
CCCCCCS(=O)(=O)CCO | -15%
CCSc1ncc2c(=O)n(CC(=O)Nc3ccc(Br)cc3)cnc2n1 | -18%
CCn1ccc(C(=O)N2CC(C(=O)NCCc3ccncc3)C3(CCOCC3)C2)n1 (stereo not given) | -20%
CCc1ccccc1NC(=O)N1CCN(c2nnc(C)c3c(C)n(-c4ccccc4)nc23)CC1 | -25%
CCOC(=O)C1CCN(C(=O)Nc2cc(Cl)cc(Cl)c2)CC1 | 15%
O=C(NC(=O)c1cnccc1C(F)(F)F)Nc1ccccc1 | 2%
O=C(Nc1cccc(I)c1)c1ccc2c3c(cccc13)CC2 | -6%
Cc1cc(C)n(CCC(=O)N2CC(c3noc(COc4ccc(F)cc4)n3)C2)n1 | -25%
CCNC(=O)/C(C#N)=C/c1c(N2CCN(c3ccccc3)CC2)nc2ccccn2c1=O | ?
COc1ccc2c(c1)c1c(c(=O)n(-c3ccccc3C)c(=O)n1CC(=O)Nc1c(C)cccc1C)n2C | ?
CC(C)N1CCC(O)(c2csc(CN3CCc4ccccc4C3)n2)CC1 | ?
CCOc1ccc(S(=O)(=O)N2CCCC2c2ccc(F)cc2)cc1 (stereo not given) | -13%
CCCN(CC(=O)Nc1ccccc1OC)Cc1c(O)ccc2ccccc12 | ?
CCCOc1ccc(/C(O)=C2/C(=O)C(=O)N(CCCn3ccnc3)C2c2cccnc2)cc1 (stereo not given) | ?
Cc1ccc(-c2ncc(C(=O)Nc3cccc(F)c3C)c(-c3ccncc3)n2)cc1 | -8%
COc1cc(-c2noc(CSc3nc(-c4ccccc4)cc(=O)[nH]3)n2)cc(OC)c1OC | -12%
COc1ccc(C(=O)OCCCN(C)C2CN(Cc3cn(Cc4ccccc4Cl)nn3)S(=O)(=O)C2)cc1OC (stereo not given) | 3%
N#Cc1cccc(NC(=O)c2ccc3c(c2)NC(=O)CS3)c1 | 10%
CC(=O)c1cccc(NC(=O)Cn2nc3c(cc2=O)CN(C(C)=O)CC3)c1 | -29%
CCCC1(CO)CCCN(C(=O)C2CCC(CO)CC2)C1 (stereo not given) | 14%
N#Cc1cccc(NC(=O)NCc2ccccn2)c1 | 27%
O=C(CC1CCCCC1)Nc1cccc2c1CCCC2 | -12%
CC(=O)N1CCc2cc(Br)cc(S(=O)(=O)CCC(=O)Nc3ccc(C)cc3Cl)c21 | -16%
CC(=O)NCC(=O)N1Cc2ccccc2CC2(CCN(CC3CCCCC3)C2)C1 (stereo not given) | 18%[115 µM]
COc1ccc(-c2cc(-c3cnn(C)c3)cn3cncc23)cn1 | ?
Cc1nn(-c2ccc(N3CCOCC3)nn2)c(C)c1CCC(=O)NCc1ccccc1F | -16%
Cc1cc(=O)oc2cc(OC(C(=O)O)c3ccccc3)ccc12 (stereo not given) | ?
CCc1ccccc1N1C(=O)N(CC(=O)c2ccc(Cl)cc2)c2ccccc2S1(=O)=O | 0%
O=C(CC1CCOCC1)NCc1cc(F)ccc1F | -16%
O=C(CC1(O)C(=O)N(C/C=C/c2ccccc2)c2ccccc21)c1ccc2c(c1)OCO2 (stereo not given) | -2%
NC(=O)[C@@H]1CCCN1CC[C@H]1CN(C(=O)COc2ccccc2)CC[C@H]1CC(=O)O | 10%[86.2 µM]
COC(=O)[C@H](CC(C)C)NC(=O)N1CCc2[nH]cnc2C1c1ccc(OC)cc1F (stereo not given in full) | -2%
CCc1ccc(-n2c(SCc3ccccc3Cl)nc3[nH]ncc3c2=O)cc1 | -26%
CC12CC3(C)CC(CN)(C1)CC(CCN)(C2)C3 | -6%
COc1cc(CC(=O)Nc2ccc3c(c2)NC(=O)C(C)O3)cc(OC)c1OC (stereo not given) | -7%

Rewritten with the structure last: entries from further up
KDM5B inhibitor	mol
-12%	COc1cc(-c2noc(CSc3nc(-c4ccccc4)cc(=O)[nH]3)n2)cc(OC)c1OC
3%	COc1ccc(C(=O)OCCCN(C)C2CN(Cc3cn(Cc4ccccc4Cl)nn3)S(=O)(=O)C2)cc1OC (stereo not given)
10%	N#Cc1cccc(NC(=O)c2ccc3c(c2)NC(=O)CS3)c1
-29%	CC(=O)c1cccc(NC(=O)Cn2nc3c(cc2=O)CN(C(C)=O)CC3)c1
14%	CCCC1(CO)CCCN(C(=O)C2CCC(CO)CC2)C1 (stereo not given)
27%	N#Cc1cccc(NC(=O)NCc2ccccn2)c1
-12%	O=C(CC1CCCCC1)Nc1cccc2c1CCCC2
-16%	CC(=O)N1CCc2cc(Br)cc(S(=O)(=O)CCC(=O)Nc3ccc(C)cc3Cl)c21
18%[115 µM]	CC(=O)NCC(=O)N1Cc2ccccc2CC2(CCN(CC3CCCCC3)C2)C1 (stereo not given)
?	COc1ccc(-c2cc(-c3cnn(C)c3)cn3cncc23)cn1
-16%	Cc1nn(-c2ccc(N3CCOCC3)nn2)c(C)c1CCC(=O)NCc1ccccc1F
?	Cc1cc(=O)oc2cc(OC(C(=O)O)c3ccccc3)ccc12 (stereo not given)
0%	CCc1ccccc1N1C(=O)N(CC(=O)c2ccc(Cl)cc2)c2ccccc2S1(=O)=O
-16%	O=C(CC1CCOCC1)NCc1cc(F)ccc1F
-2%	O=C(CC1(O)C(=O)N(C/C=C/c2ccccc2)c2ccccc21)c1ccc2c(c1)OCO2 (stereo not given)
10%[86.2 µM]	NC(=O)[C@@H]1CCCN1CC[C@H]1CN(C(=O)COc2ccccc2)CC[C@H]1CC(=O)O
-2%	COC(=O)[C@H](CC(C)C)NC(=O)N1CCc2[nH]cnc2C1c1ccc(OC)cc1F (stereo not given in full)
-26%	CCc1ccc(-n2c(SCc3ccccc3Cl)nc3[nH]ncc3c2=O)cc1
-6%	CC12CC3(C)CC(CN)(C1)CC(CCN)(C2)C3

The list continues.
SMILES | KDM5B inhibitor
Cc1cccc(Cn2c(SCC(N)=O)nc3c2c(=O)n(C)c(=O)n3C)c1 | 12%
Cc1[nH]c2ccccc2c1C(=O)C(=O)Nc1ccc(Oc2ccccc2)cc1 | -20%
Cn1c(=O)c2c(ncn2CC(O)COc2ccc(C#N)cc2)n(C)c1=O (stereo not given) | 8%
Cc1ccccc1Cn1c2ccccc2c2cnn(CC(=O)NCCc3ccc(Cl)cc3)c(=O)c21 | -4%
COCCc1nncn1C1CCNCC1 | ?
Cc1ccccc1C(=O)N1CCCC(c2nn(-c3ccc(F)cc3)c(=O)[nH]2)C1 (stereo not given) | 13%
Cc1noc([C@@H]2CN(C(=O)c3ccc(F)c(Cl)c3)C[C@H]2CO)n1 | 0%
CCCOc1ccc(C(=O)Cc2ccccc2)cc1 | -5%
COc1cccc2cc(-c3nnc(SCC(=O)Nc4ccc5ccccc5c4)n3N)oc12 | 0%
COc1ccc(C(=O)N2CCC3(CN[S+](=O)([O-])c4ccccc4N3)C2)cc1 (stereo not given) | 12%
CCN(Cc1noc(CC(C)C)n1)C(=O)c1cnc(-c2ccccn2)[nH]c1=O | 7.9µM*
CC(C)(C)c1ccc(C(=O)NN=C2CCCCC2)cc1 | 27%
COC(=O)Oc1ccc2c(=O)c(Oc3ccc(-c4ccccc4)cc3)coc2c1 | ?
COc1ccc(C2=NOC3(CCCN(C(=O)Cc4ccccc4)C3)C2)cc1 (stereo not given) | 6%[115 µM]
CC(C)CCNC(=O)CC1CCCN(c2cnn(C)c(=O)c2)C1 (stereo not given) | 12%
O=C(NC[C@H]1OC[C@@H](NC2CCC2)[C@@H]1O)N1CCOCC1 | -1%[86.2 µM]
Cc1c(C)c2ccc(OC(C)C(=O)NCc3ccc(S(N)(=O)=O)cc3)cc2oc1=O (stereo not given) | ?
Brc1ccc(CNc2n[nH]c(-c3cccs3)n2)cc1 | ?
CCN(Cc1nc(C)no1)C(=O)c1cc(COc2cccc(F)c2)[nH]n1 | 13%
CN(Cc1ccc(F)cc1)C1CCCc2ccccc21 (stereo not given) | -10%[86.2 µM]
CNC(=O)Nc1ccc(C)n(CC(=O)N2CCN(c3cc(C)ccc3C)CC2)c1=O | ?
COc1ccc(Cl)cc1NC(=O)COC(=O)CCS(=O)(=O)c1ccc2ccccc2c1 | -18%
COc1ccc(Nc2nc(NCc3ccco3)nc(N3CCOCC3)n2)cc1 | -9%
CCN(C(=O)COc1ccc2c(=O)c(Oc3ccccc3)c(C)oc2c1)C1CCS(=O)(=O)C1 (stereo not given) | -30%
CCCCn1cc(S(=O)(=O)c2ccc(OC)cc2)c(=O)c2cc(CC)ccc21 | -23%
CCOc1ccccc1NC(=O)Cn1c(=O)n(CCC(C)C)c(=O)c2cccnc21 | -24%
CN(CC1CCOCC1)C(=O)Nc1ccc2c(c1)OCCO2 | -16%
CC(C)CNC(=O)N1C[C@@H](Oc2cccnc2)C[C@@H]1C(=O)N1CCOCC1 | 25%
O=C(NCCc1ccccc1F)C1CN(c2cccc(Cl)c2)C(=O)N1 (stereo not given) | 11%
COc1ccc(CNC(=O)N2CCCC(CN3CCCC3)CC2)cc1 (stereo not given) | -19%
O=C(NC(=O)N1CCN(c2ccc([N+](=O)[O-])cn2)CC1)c1ccccc1F | 15%
O=C(NCc1ccccn1)c1csc(N2CCN(c3ccccc3)CC2)n1 | -2%
CCOC(=O)c1nc(Nc2ccc(C(=O)OCC(C)C)cc2)c2ccccc2n1 | -17%&-19%
Cc1cccc(C)c1CN1CCC2(CC1)Cc1ccccc1CNC2=O | 6%[149 µM]
CCOC(=O)c1cnc2cc(F)c(F)cc2c1Nc1ccccc1O | 3%
COc1ccc(C(=O)N2CCC3(CC2)CC(N(C(=O)c2ccccc2)C2CC2)CCO3)cn1 (stereo not given) | -5%
O=C(NCC1CCCCC1)c1cccc(Br)c1 | 7%
O=C(Nc1cccc(S(=O)(=O)Nc2ccccc2F)c1)c1cncn1-c1ccc(F)cc1 | -4%
CCOc1ccc(NC(=O)NCCn2nnc3cc(S(=O)(=O)N(C)C)ccc32)cc1 | 5%
COCC(=O)NC1CCC12CCN(C(=O)Cc1ccccc1)CC2 (stereo not given) | 26%
COC(=O)[C@@H]1CN(C(=O)c2ccc(N(C)C)cc2)CCN1C(C)=O | -4%[86.2 µM]
CN(CCO)C[C@@H]1CN(C(=O)c2ccc3c(c2)CCC3)C[C@@H]1CO | 3%
O=C(NN(c1ccccc1)c1ccccc1)c1cccs1 | 25%
C[S+](=O)([O-])N1CCn2c(nnc2-c2ccccc2)C1 | -12%[86.2 µM]
O=C(c1ccc2c(c1)N(C(=O)c1ccccc1)CC2)N1CCN(c2ccc(Cl)cc2)CC1 | -24%
Cc1c2cnn(-c3ccccc3)c(=O)c2c(C)n1CC(=O)NCCc1ccc(Cl)cc1 | 6%
CC(C)OCCCNc1nc2c(c(=O)n(Cc3ccccc3F)c(=O)n2C)n1C | 5%
O=C(Nc1ccc(F)cc1)c1cccn2nccc12 | -26%[86.2 µM]
Cn1cnnc1SCCCN1C(=O)c2cccc3cccc(c23)C1=O | ?
Cc1noc(C)c1-c1cc2cc(CN(C)C)oc2c(-c2ccc([S+](C)(=O)[O-])cc2)n1 | 40µM*
Cn1ccc(C(=O)N2CCC(c3nnc4n3C(C(=O)N3CCN(c5ncccn5)CC3)CC4)CC2)n1 (stereo not given) | ?
COC(=O)c1cc(CNC(=O)Nn2cnc3ccccc32)ccc1OC | -18%
COc1ccc(NC(=O)c2ccco2)cc1NC(=O)c1c(OC)cccc1OC | -13%&-6%
CC(C)C(=O)N1CCC2(CC1)OC(=O)N(Cc1ccccc1)C2(C)c1ccccc1 (stereo not given) | -6%[86.2 µM]
CCn1c2c(c(=O)n1-c1ccccc1)CCN(C(=O)c1scnc1C)C2 | -21%[86.2 µM]
CCc1noc([C@@H]2CC(F)(F)CN2C(=O)CCn2nc(C)cc2C)n1 | -3%
CCN(CC)C(=O)c1sc2c(c1C)c(=O)n(-c1ccc(C)c(C)c1)c(=O)n2CC(=O)Nc1ccc(F)cc1 | -9%
Cc1oc(-c2ccccc2)nc1CC(=O)NC1CCN(CC(N)=O)CC1 | -17%
Cc1cccc(/C=N/NC(=O)CC(=O)NCCc2ccccc2)c1 | 21%
COc1ccc(-c2cc(C(=O)NCC3CC3)c3c(C4CCCN4)noc3n2)cc1 (stereo not given) | ?

Next part
SMILES | KDM5B inhibitor
COc1ccccc1-c1cc(COc2ccc(Cl)cc2Br)on1 | -6%
COc1cc(/C=N\NC(=O)c2ccc(-c3ccccc3)cc2)cc(Br)c1O | ?
CCC(C)NC(=O)CCCN1C(=O)CCn2nc(-c3cccn3C)cc21 (stereo not given) | -10%
COc1ccc(CN[C@@H]2CCC[C@@H](C(=O)N3CCN(C)CC3)CC(=O)N(C)C2)cn1 | 24%[86.2 µM]
Cc1cc(C(=O)N2C[C@@H](CN3CCCCCC3)[C@@H](CO)C2)nc(C)n1 | -3%
Cc1cccc(NC(=S)Nc2cccc3ccccc23)c1 | ?
COCCN(CC(N)=O)S(=O)(=O)c1cc(F)ccc1F | 1%
Cc1ccc(CN2C(=O)[C@@H]3C[C@@H](O)CN3C3(CN(Cc4cccc(F)c4)C3)C2=O)o1 | ?
O=C(CSc1nc(C2CC2)n(-c2ccccc2)n1)N1CCN(c2ccccc2)CC1 | 12%
CC(C)OCCCNC(=O)c1cc(C2CC2)nc2ccccc12 | -45%
CC(=O)N1CCN(C(=O)c2cc(-c3ccc(C)o3)nc3ccccc23)CC1 | ?
